# IL-1B inflam inh: inhibitors of inflammasome signaling (IL-1 beta secretion) | activity change, % at 57.5 µM | THP-1 LPS/ATP IL-1B secretion, AlphaLISA, 16 h; hits give low values | AID 743279 | 4.7% of 360,000 active; in the data active = activity change below about -50%; inconclusive = mostly about -30% to -49%; also: % is scaled to controls: 0 for no effect and ±100 for the full control effect
#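 Secreted IL-1B measured by AlphaLISA bead assay after 16 h compound exposure of THP-1 cells; compounds (final up to 57.5 uM) added 1 h before LPS (250 ng/mL) and ATP (1.25 mM) stimulation; lower signal means less secretion.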
# ATXN viability: reduces viability in counter-screen for ATXN expression inhibitors; Potency, µM (highest dose often 56.7 µM), most hits filed as cytotoxic; 0.49% of 400,000 active; S2 cells (HEK-293 line with an ATXN2-luciferase reporter) viability, CellTiter-Fluor protease fluorescence, 24 h; also: potency is read from the fitted curve at half-maximal effect; nearly all actives have a fitted effect of over 40% in size
# HT1080 IDH1KD tx: kills HT-1080 cells with IDH1 knockdown; HT-1080 IDH1 knockdown viability, ATP luminescence, 48 h; Potency, µM (highest dose often 46.1 µM), for the others: at the highest dose activity, negative = toxicity, hits mostly cytotoxic; 2% of 360,000 active; AID 686971;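 also: potency is read from the fitted curve at half-maximal effect; 0% = DMSO wells and -100% = cell-free medium wells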
#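 IDH1KD HT-1080 cells, 750/well, RPMI + 5% FBS; compound pinned after 2 h settling; 48 h, 37 °C; CellTiter-Glo luminescence; % activity normalised to DMSO and no-cell wells; curves fitted, classed by r2 and efficacy.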
# KB-3-1 tox: kills parental KB-3-1 adenocarcinoma cells. KB-3-1 viability, CellTiter-Glo ATP luminescence, 72 h. Potency, µM (top dose mostly 46.1 µM), without a hit: at the highest dose activity change, negative = cytotoxic, hits mostly cytotoxic. 1.4% of 400,000 active. AID 1347075; also: potency is read from the fitted curve at half-maximal effect; % is scaled to controls: 0 for no effect and ±100 for the full control effect; nearly all actives have a fitted effect of over 60% in size
#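 Parental KB-3-1 viability, qHTS format: 72 h compound exposure, 37 °C; CellTiter-Glo; media-only wells and DMSO plates as controls; concentration-effect fits on corrected data.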
# MCF10A rereplic: induces DNA re-replication in MCF 10a normal breast cells | 2.9% of 350,000 active | AID 624296 | Potency, µM (titrated, usually from 46.1 µM), for inactives: at the top dose activity, positive = re-replication, most hits filed as activators | MCF 10A DNA re-replication, Hoechst nuclear intensity, 48 h; also: potency is read from the fitted curve at half-maximal effect; % of control where 0% means no effect; nearly all actives have a fitted effect of over 50% in size
# HT1080NT lethal: kills 2HG-producing HT-1080-NT fibrosarcoma cells | HT-1080-NT fibrosarcoma viability, CellTiter-Glo ATP luminescence, 48 h | Potency, µM (series often up to 46.1 µM), without a hit: top-dose activity, negative = less viability, most hits filed as cytotoxic | 1.6% of 360,000 active;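 also: NT is the 2HG producing partner of a matched IDH1 knockdown line; potency is read from the fitted curve at half-maximal effect; 0% = DMSO-treated cells and -100% = media-only wells without cells; nearly all actives have a fitted effect of over 55% in size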
#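 Toxicity toward the 2HG-producing NT line was scored as %Activity, normalised to DMSO and no-cell wells, from CellTiter-Glo luminescence after 48 hours' treatment.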
# ATXN2 expr inh: reduces ATXN2 reporter expression in HEK-293 cells; HEK-293 ATXN2-luciferase reporter, luminescence, 24 h; Potency, µM (doses to about 57 µM), for inactives: at the top dose activity change, negative = inhibition, usual class: inhibitors; 0.72% of 360,000 active; AID 1745845; also: potency is read from the fitted curve at half-maximal effect; % is scaled to controls: 0 for no effect and ±100 for the full control effect; nearly all actives have a fitted effect of over 55% in size
#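 qHTS (up to 57 uM final) was run with 24 h compound exposure of reporter cells at 37 °C. Each well was multiplexed: SteadyGlo luminescence measured ATXN2-luciferase expression after a fluorogenic Gly-Phe-AFC viability readout (25 uM final).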
# HepG2 viability: kills HepG2 cells in TGF-b inhibitor counter-screen; HepG2 CAGA-GFP viability, ATP luminescence, 18 h; Potency, µM (titrated, usually from 46.1 µM), for inactives: at the top dose activity change, negative = cytotoxicity, usual class: cytotoxic; 0.76% of 410,000 active; AID 588856; also: potency is read from the fitted curve at half-maximal effect; some results filed as inactive show a strong effect at the top dose
#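 HepG2 CAGA-GFP cells (1000/well, DMEM with 1% FBS) received compound, then TGF-beta at 500 pg/mL final, and were incubated 18 hours at 37 degrees C. Viability was read by CellTiter-Glo luminescence. Media-only wells were set as complete cell-killing and DMSO as no toxicity.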
# SW480 rerep: inducers of DNA re-replication in SW480 colon cancer cells. SW480 DNA re-replication, Hoechst DNA content imaging, 48 h. Potency, µM (series often up to 46.1 µM), for the others: at the top dose re-replication activation, most hits filed as activators. 1.8% of 340,000 active. AID 624297; also: potency is read from the fitted curve at half-maximal effect; % of control where 0% means no effect; nearly all actives have a fitted effect of over 55% in size
#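 Cells (250 per well) received 23 nL compound or DMSO by pin tool and were kept 48 hr at 37 C, 5% CO2. Nuclei were then stained with Hoechst for 40 min and scanned for DNA content.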
# Numbers without * were called inactive; i = inactive; u = inconclusive; x = no result given; [ ] = another dose, or the depositor's remark. Unless noted, calls follow the shape of the dose curve; as a rule, active = well fitted curve in the direction sought with a large enough effect; inconclusive = small, poorly fitted or top-dose-only effect, or another doubt; inactive = no such curve, though single readings can be large; an effect the other way counts as inactive or inconclusive.
SMILES,IL-1B inflam inh,ATXN viability,HT1080 IDH1KD tx,KB-3-1 tox,MCF10A rereplic,HT1080NT lethal,ATXN2 expr inh,HepG2 viability,SW480 rerep
COCC(C)n1c(C)cc(C(=O)CSc2nc(C)c(C)c(C)n2)c1C (configuration not stated),-13,i,0%,-10%,3%,2%,x,8%,-4%
CSc1nc(-c2ccco2)nn1C(=O)c1ccccc1,14,u,15%,0%,4%,3%,-8%,24%,-21%
O=C(O)CSCNC(=O)CC12CC3CC(CC(C3)C1)C2,13,u,13%,-6%,-1%,11%,-5%,0%,0%
CCOc1cc(NC(=S)NCCCN2CCOCC2)c(OCC)cc1NC(=O)c1ccc(C)cc1,-4,i,-7%,1%,-1%,-8%,-15%,-6%,-17%
COc1cc(COc2ccc3c(C)c(Cc4ccccc4)c(=O)oc3c2C)cc(OC)c1OC,38,i,u,-21%,u,-1%,-21%,-17%,-2%
Cc1oc2c(C)c3oc(=O)c4c(c3cc2c1C)CCCC4,-24,u,u,10%,u,-26%,-11%,3%,5%
Cc1ccc(C(c2sc3nc(-c4ccco4)nn3c2O)N2CCCC2)cc1 (configuration not stated),x,i,x,2%,x,x,4%,-11%,x
COc1cccc(/C=C/C(=O)OCCN2C(=O)c3ccccc3C2=O)c1,-7,i,29%,-3%,11%,27%,2%,-1%,-3%
C=CCOc1cccc(NC(=O)c2ccccc2SC)c1,-7,i,-1%,-4%,2%,-2%,0%,2%,-10%
CC(=O)c1cccc(NC(=O)CN(c2ccccc2F)S(C)(=O)=O)c1,-9,i,3%,4%,1%,9%,0%,-16%,1%
O=C(O)Cc1sc(NCc2ccco2)nc1-c1ccccc1,-5,i,16%,15%,0%,-2%,-2%,4%,2%
Cc1ccc(SCC(=O)Nc2cc([N+](=O)[O-])ccc2O)cc1,5,i,-24%,-22%,17%,-17%,12%[11.3 µM],-31%,0%
COCCCN(C(=O)Cc1ccc(S(=O)(=O)N2CCOCC2)s1)c1c(N)n(Cc2ccccc2)c(=O)[nH]c1=O,-2,i,5%,10%,4%,-2%,2%,-1%,-4%
CCCOCC1CC(CCc2nc(=S)[nH][nH]2)C(=O)O1 (configuration not stated),13,i,3%,-18%,-1%,14%,3%,1%,-3%
COC(=O)C1(C(=O)OC)C/C=C\CCN(S(=O)(=O)c2ccccc2[N+](=O)[O-])CC1,32,i,1%,17%,x,-7%,17%,x,x
CCOC(=O)c1c(Nc2ccc(C)cc2)nnc(-c2ccccc2)c1-c1ccccc1,x,i,x,7%,x,x,0%,-17%,x
Cc1cc(=O)n(C)c(=O)n1CCCCCN1CCCC1,6,i,23%,27%,-3%,18%,1%,-3%,-5%
O=C1COc2ccc(C(=O)COc3ccc(Cl)cc3Br)cc2N1,-28,u,-16%,-4%,12%,1%,14%,-3%,-29%
CC1=C(C#N)C(c2ccc(O)cc2)C2=C(CC(C)(C)CC2=O)N1 (configuration not stated),-2,i,5%,16%,-71%[inhibitor],8%,-2%,0%,0%
CN(CC(=O)Nc1ccccc1Cl)C(=O)COC(=O)c1ccccc1[N+](=O)[O-],4,i,-4%,-1%,3%,-8%,-1%,-26%,-3%
COCCN(CC(=O)NCC1CCCO1)C(=O)CCC(=O)Nc1cc(C)on1 (configuration not stated),-1,i,-2%,0%,u,-1%,-8%,-9%,11%
CCc1ccc(/C=N\NC(=O)c2ccc(Br)o2)s1,-8,i,-16%,-6%,1%,-1%,57%[activator],-2%,14%
Cc1ccc2oc(-c3cccc(NC(=O)c4ccccn4)c3)nc2c1,56,u,15%,15%,16%,14%,6%,-22%,-15%
CC(=O)c1cccc(CN2CCC(n3nccc3NC(=O)CCCc3ccccc3)CC2)c1,14,i,9%,3%,0%,0%,-1%,-2%,0%
CCc1nnc(NC(=O)CCCSc2nc3ccccc3[nH]2)s1,62,i,2%,0%,0%,-11%,-8%,-14%,-5%
COc1ccc(Cl)cc1Cn1c(C)c(C(=O)NCc2ccc(F)cc2)sc1=O,-4,i,u,u,x,-30%,-38%,2%,x
CCc1ccc(CCC(=O)Nc2ncc(Cc3ccccc3Cl)s2)o1,-1,i,4.6µM*,u,1.6µM*,6.5µM*,-10%,-34%,4.6µM*
C#CCN1C=C(C(=O)OCC)C(C)N(Cc2ccccc2I)S1(=O)=O (configuration not stated),63,i,21µM*,0%,23µM*,u,u,-8%,1.3µM*
CCOC(=O)c1ccc2nc(C)cc(Nc3ccc(OC(C)C)cc3)c2c1,x,i,x,-25%,x,x,u,-53%,x
COc1ccc(C(O)c2nccn2Cc2ccccc2)cc1OC (configuration not stated),0,i,-3%,5%,u,5%,-13%,5%,u
CN(C)c1ccc(NC(=O)CSC2=Nc3ccccc3C3=NC(CC(=O)NCc4ccc5c(c4)OCO5)C(=O)N23)cc1 (configuration not stated),x,u,x,-14%,x,x,27%,-19%,x
CCC(NC(=O)c1ccccc1NC(=O)c1ccccc1)C(=O)NNC(=O)CSc1nc2ccccc2o1 (configuration not stated),0,i,-5%,1%,0%,1%,x,16%,21%
CCOC(=O)C1CCN(C(=O)CCc2ccc(S(=O)(=O)NCC(C)C)cc2)CC1,11,i,0%,-2%,0%,4%,x,-1%,-6%
COc1ccc(C(=O)N(CC2CCCO2)C(C(=O)NCCC(C)C)c2ccc(C)cc2)cc1OC (configuration not stated),-12,i,6%,-1%,-1%,6%,u,11%,3%
COc1ccc(NC(=O)C2C3C=CC(O3)C2C(=O)O)cc1 (configuration not stated),19,i,u,3%,17%,-15%,x,2%,u
Brc1ccc(-c2c(-c3ccsc3)sc3ccccc23)cn1,9,i,-7%,0%,u,u,10%,-17%,2%
Cc1ccc(S(=O)(=O)NC(=O)Nc2cc(C)ccc2F)cc1,-2,i,4%,2%,-3%,-1%,2%,-1%,5%
COc1ccc([C@H]2N[C@]3(CCCN(Cc4ccc(F)cc4)C3=O)[C@H]3C(=O)N(Cc4ccccc4)C(=O)[C@@H]23)cc1,-2,i,-3%,-9%,x,2%,8%,-23%,x
CC(C)N(c1nnc(N)s1)C(C)C,-4,i,0%,1%,-1%,-1%,4%,-7%,-2%
CCCCn1c(SCC(=O)Nc2cc(C)on2)nc2ccsc2c1=O,-5,i,-3%,1%,14%,6%,-33%,3%,-3%

# Structures above shown as hits in SW480 rerep:
SMILES | IL-1B inflam inh | SW480 rerep
CCc1ccc(CCC(=O)Nc2ncc(Cc3ccccc3Cl)s2)o1 | -1 | 4.6µM*
C#CCN1C=C(C(=O)OCC)C(C)N(Cc2ccccc2I)S1(=O)=O (configuration not stated) | 63 | 1.3µM*

# Some of these compounds in order of count of non-hydrogen atoms, lowest first:
SMILES,IL-1B inflam inh,ATXN viability,HT1080 IDH1KD tx,KB-3-1 tox,MCF10A rereplic,HT1080NT lethal,ATXN2 expr inh,HepG2 viability,SW480 rerep
Brc1ccc(-c2c(-c3ccsc3)sc3ccccc23)cn1,9,i,-7%,0%,u,u,10%,-17%,2%
COc1ccc(C(=O)N(CC2CCCO2)C(C(=O)NCCC(C)C)c2ccc(C)cc2)cc1OC (configuration not stated),-12,i,6%,-1%,-1%,6%,u,11%,3%
CCC(NC(=O)c1ccccc1NC(=O)c1ccccc1)C(=O)NNC(=O)CSc1nc2ccccc2o1 (configuration not stated),0,i,-5%,1%,0%,1%,x,16%,21%

# (listing goes on)
SMILES,IL-1B inflam inh,ATXN viability,HT1080 IDH1KD tx,KB-3-1 tox,MCF10A rereplic,HT1080NT lethal,ATXN2 expr inh,HepG2 viability,SW480 rerep
Cc1ccccc1NC(=S)N1CCCC(c2nc3ccccc3[nH]2)C1 (configuration not stated),25,u,6%,-1%,-49%[inhibitor],10%,-3%,-8%,-6%
CC1CCc2sc3ncnc(N4CCOCC4)c3c2C1 (configuration not stated),-15,i,-20%,-1%,u,-23%,5%,-10%,-1%
Cc1c(-c2ccc(Br)cc2)[n+](=O)c2c(n1[O-])CCCCC2,-6,i,1%,-13%,-6%,10%,-1%,-7%,-5%
O=C(COc1ccc2ccccc2c1)N/N=C/c1ccccn1,41,i,-12%,-3%,18%,u,-23%,13%,-128%[inhibitor]
Cc1cc(C)cc(SCc2noc(C(=O)NC(C)C)c2C(=O)O)c1,-8,i,-16%,-5%,-15%,-3%,44%[activator],4%,u
O=C(CNC(=O)c1ccccc1F)NCCc1ccc(Cl)cc1,3,i,13%,7%,1%,12%,23%,15%,-7%
CCN1CCN(C(c2cccs2)C(C)NC(=O)C(=O)N2CCCCC2)CC1 (configuration not stated),1,i,8%,u,-1%,19%,0%,12%,-1%
COc1ccc(Nc2c(-c3cccc(O)c3)nc3cnccn23)cc1,x,i,x,6%,x,x,6%,-10%,x
COc1ccc(S(=O)(=O)NCCS(=O)(=O)N2CCN(c3ccccc3)CC2)cc1,3,i,-4%,-4%,5%,-10%,0%,4%,7%
CC(=O)Nc1ccc(S(=O)(=O)N2CCN=C2SCc2ccccc2C)cc1,-3,i,-2%,-2%,15%,-3%,1%,-10%,10%

# Whole records, quoted from the list. Screens in order: IL-1B inflam inh	ATXN viability	HT1080 IDH1KD tx	KB-3-1 tox	MCF10A rereplic	HT1080NT lethal	ATXN2 expr inh	HepG2 viability	SW480 rerep
# `O=C(COc1ccc2ccccc2c1)N/N=C/c1ccccn1` is listed with 41	i	-12%	-3%	18%	u	-23%	13%	-128%[inhibitor]
# `Cc1cc(C)cc(SCc2noc(C(=O)NC(C)C)c2C(=O)O)c1` is listed with -8	i	-16%	-5%	-15%	-3%	44%[activator]	4%	u
# `O=C(CNC(=O)c1ccccc1F)NCCc1ccc(Cl)cc1` is listed with 3	i	13%	7%	1%	12%	23%	15%	-7%
# `CCN1CCN(C(c2cccs2)C(C)NC(=O)C(=O)N2CCCCC2)CC1` (configuration not stated) is listed with 1	i	8%	u	-1%	19%	0%	12%	-1%
# `CC(=O)Nc1ccc(S(=O)(=O)N2CCN=C2SCc2ccccc2C)cc1` is listed with -3	i	-2%	-2%	15%	-3%	1%	-10%	10%
